Cdc42 wt – modulators (inhibitors or activators) of GTP binding to human Cdc42 wildtype. P60953. GST-Cdc42 beads, Bodipy-GTP binding, flow cytometry; actives lie on both sides. percent activity (GTP binding), % at 10 µM. 190,000 compounds, 0.2% hits. AID 761;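 active = percent activity GTP binding at least 20 points away from the 100% baseline, either down as inhibitor or up as activator; inconclusive = compound flagged as likely green fluorescent from well-wide comparison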;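 also: median bead fluorescence of bound Bodipy-FL-GTP at 100 nM; 0% = excess unlabeled GTP control and 100% = no compound control; below 100% means less GTP binding so inhibitor and above means activator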
Target sequence (P60953 whole entry, looked up): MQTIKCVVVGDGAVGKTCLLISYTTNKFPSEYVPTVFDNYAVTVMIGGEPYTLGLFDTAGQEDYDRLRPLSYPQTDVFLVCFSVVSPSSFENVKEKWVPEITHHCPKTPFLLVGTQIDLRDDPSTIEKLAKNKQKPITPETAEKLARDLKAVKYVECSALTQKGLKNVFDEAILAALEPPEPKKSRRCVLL
ABCB1 inh – blocks JC-1 efflux by human ABCB1 transporter | 190,000 compounds, 0.067% hits | inhibition, % at 6.6 µM | CCRF-Adr cells, flow cytometry; in the data active = inhibition above about 40%;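 also: 0% = vehicle and 100% = reference inhibitor; higher value means more JC-1 retained so stronger ABCB1 efflux block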
Rac1 wt modul – modulators of human Rac1 wildtype GTP binding | AID 757 | GST-Rac1 beads, fluorescent GTP binding, flow cytometry; actives lie on both sides; 0 = cold GTP competed, 100 = untreated | GTP binding activity (% of control), % at 10 µM | 190,000 compounds, 0.27% hits | P63000;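 active = GTP binding activity at least 20 points away from the 100% control level, either lower or higher; inconclusive = compound flagged as likely green fluorescent, judged across all proteins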
GSH fluor – compound fluoresces at 488/530 nm on GSH beads | 190,000 compounds, 0.25% hits | fluorescence (KMESF) at 10 µM | GSH beads flow cytometry, compound fluorescence 488/530 nm; hits give high values; in the data active = fluorescence above about 89;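 also: glutathione beads carrying GST-tagged Bcl family fusion proteins plus one bare bead set; values are compound well signal with DMSO vehicle wells as background; inactives centre near 16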
HRas wt GTP – modulators of GTP binding to human HRas wildtype | GTP binding activity, % at 10 µM | P01112 | 190,000 compounds, 0.14% hits | AID 759 | GST-Ras wt beads, Bodipy-FL-GTP binding, flow cytometry; actives lie on both sides;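 active = GTP binding activity at least 20% away from the 100% baseline, either lowered as inhibitor or raised as activator; inconclusive = flagged as likely green fluorescent, judged across all proteins in the well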;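 also: 0% = unlabeled GTP competition control and 100% = no-compound control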
Target sequence (P01112 whole entry, looked up): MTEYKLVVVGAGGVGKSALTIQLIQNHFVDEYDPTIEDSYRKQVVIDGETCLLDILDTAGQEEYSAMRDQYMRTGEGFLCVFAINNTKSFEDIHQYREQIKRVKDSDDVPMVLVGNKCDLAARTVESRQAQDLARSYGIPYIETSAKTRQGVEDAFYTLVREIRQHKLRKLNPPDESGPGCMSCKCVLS
ABCG2 block – human ABCG2 inhibition, ABCB1 as counter-screen; Q9UNQ0; IgMXP3 cells, JC-1 efflux, flow cytometry; inhibition, % at 6.6 µM; 190,000 compounds, 0.1% hits; AID 1325;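 active = inhibition above 80%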;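 also: 0% = DMSO and 100% = nicardipine control wells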
Target sequence (Q9UNQ0 whole entry, looked up): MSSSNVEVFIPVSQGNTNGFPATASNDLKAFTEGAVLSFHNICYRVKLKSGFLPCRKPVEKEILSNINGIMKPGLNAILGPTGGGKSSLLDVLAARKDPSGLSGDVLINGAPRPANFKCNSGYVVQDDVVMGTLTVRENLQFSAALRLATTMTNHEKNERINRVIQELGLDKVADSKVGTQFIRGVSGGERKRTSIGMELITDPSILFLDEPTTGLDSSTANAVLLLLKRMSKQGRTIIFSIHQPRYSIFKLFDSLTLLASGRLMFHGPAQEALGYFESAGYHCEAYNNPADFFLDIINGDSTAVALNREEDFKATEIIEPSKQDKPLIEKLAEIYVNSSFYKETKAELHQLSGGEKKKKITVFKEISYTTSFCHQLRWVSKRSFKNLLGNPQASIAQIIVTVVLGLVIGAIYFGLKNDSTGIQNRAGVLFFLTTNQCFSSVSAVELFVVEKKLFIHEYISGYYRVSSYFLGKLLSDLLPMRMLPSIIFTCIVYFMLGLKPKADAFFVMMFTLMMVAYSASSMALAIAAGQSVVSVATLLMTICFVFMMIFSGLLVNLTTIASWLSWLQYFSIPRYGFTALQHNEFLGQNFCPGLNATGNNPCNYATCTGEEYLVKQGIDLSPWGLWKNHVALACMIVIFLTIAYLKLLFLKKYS
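Incubation: cells with compound and JC-1, 10 min at 25 °C, rotating, no wash / Test system: IgMXP3 (ABCG2) plus far-red-tagged CCRF-Adr (ABCB1) cells / Compound dosing: one concentration, 6.6 µM final / Also added: JC-1 fluorescent substrate / Evaluation: efflux inhibition in percent versus controls / Detection: flow cytometry, 530 nm JC-1 signal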
Avidin fluor – avidin bead compound fluorescence profile. Avidin beads, compound fluorescence 488/530 nm, flow cytometry; hits give high values. fluorescence (KMESF) at 10 µM. 220,000 compounds, 0.38% hits; in the data active = fluorescence above about 47; also: inactives centre near 10
Pf gamet viab – inhibitors of late stage P. falciparum gametocyte viability; P. falciparum stage V gametocytes, ATP luminescence, 24 h; inhibition, % at 10.9 µM; 150,000 compounds, 0.065% hits; AID 743093;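 active = inhibition above the mean plus 3 SD of compounds within the control limits, set per campaign, cut at about 38% in these data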;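 also: 0% = DMSO wells and 100% = medium only without gametocytes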
Rac1 act GTP bind – alters GTP binding to activated mutant human Rac1 | P63000 | GST-Rac1 activated beads, fluorescent GTP binding, flow cytometry; actives lie on both sides; 100% means binding = to untreated wells | percent activity (GTP binding), % at 10 µM | 190,000 compounds, 0.11% hits | AID 764;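 active = GTP binding at least 20 percentage points away from the 100% baseline, in either direction, so actives lie on both sides; inconclusive = Compound likely fluorescent itself, or too few beads counted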
Rab2A wt mod – changes GTP binding to wildtype dog Rab2A, up or down; P61105; GST-Rab2 wt beads, Bodipy-GTP binding, flow cytometry; GTP binding activity, % at 10 µM; 190,000 compounds, 0.19% hits;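 active = GTP binding activity at least 20 points away from 100%, either lowered or raised; inconclusive = signal likely due to the compound's own green fluorescence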;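 also: 0% = beads with excess unlabeled GTP and 100% = no-compound control corrected for plate trend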
Rab7 wt GTP bind – modulators of GTP binding to dog Rab7 wildtype GTPase. GST-Rab7 beads, fluorescent GTP binding, flow cytometry; actives lie on both sides; untreated = 100%, excess cold GTP = 0%. GTP binding activity (percent of control), % at 10 µM. 190,000 compounds, 0.055% hits. AID 758;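 active = fluorescent GTP binding to Rab7 beads changed by at least 20 points from the 100% baseline, either direction, mostly lower; inconclusive = compound itself probably fluorescent, or too few beads counted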;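 also: median green fluorescence of bound Bodipy-FL-GTP per Rab7 bead population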
The depositor's hits bear a star; u = inconclusive; x = no result given.

entry	SMILES	Rab7 wt GTP bind	Rab2A wt mod	Cdc42 wt	ABCG2 block	Pf gamet viab	Rac1 wt modul	Rac1 act GTP bind	Avidin fluor	ABCB1 inh	HRas wt GTP	GSH fluor
1	O=C(Nc1ccc2c(c1)OCO2)c1cccc2c1C(=O)N(C1CCCCC1)C2	97	96	95	7	-21	89	92	20	1.9	95	10
2	CCN(CC)S(=O)(=O)c1ccc(/C=C/C(=O)OCC(=O)c2c(N)n(C)c(=O)n(C)c2=O)cc1	102	95	95	9	17	96	93	10	0.9	96	13
3	O=C(Cn1nc(-c2ccccc2)c2ccccc2c1=O)Nc1ccc2c(c1)nc1n2CCOC1	93	97	94	-1	x	99	96	10	-0.3	95	7
4	Cc1ccc(C)c(NC(=O)CN(C)C(=O)Cc2ccccc2)c1	100	101	100	15	2	103	100	24	0.6	101	11
5	CCOc1ccc(NC(=O)c2sc(NC(C)=O)c(C(=O)OC)c2C)cc1	103	101	102	3	-19	103	100	9	-0.1	101	11
6	CC(C)OC(=O)NCCOC(=O)Nc1ccccc1Cl	93	98	97	6	4	101	95	6	0.4	96	21
7	O=C1CN(CC(=O)N2CCOCC2)c2ccccc2O1	101	100	99	0	x	97	98	10	-0.2	100	65
8	O=C(CSc1nc2ccccc2o1)N1CCN(C(=O)c2ccco2)CC1	93	92	99	26	-12	104	98	10	0.9	98	33
9	Cn1c(C(=O)NCC2CCCO2)cc2oc3ccccc3c21 (stereo not drawn)	103	104	104	3	x	104	100	36	0.6	104	26
10	C=CCn1c(-c2ccc(Cl)cc2)cnc1SC(C)C(N)=O (stereo not drawn)	104	100	95	4	9	98	96	13	0.5	97	16
11	CC(=O)N1CCN(c2ccccc2NC(=O)COc2ccccc2C)CC1	102	97	96	14	-10	104	97	15	1.8	97	13
12	CCCN1C(=O)CSC1=Nc1ccccc1	107	99	97	0	-9	102	95	12	-0.2	100	11
13	COc1ccc(C(=O)COC(=O)CCc2nc3ccccc3[nH]c2=O)cc1Br	94	87	87	7	3	88	91	13	-0.3	90	13
14	O=C(Nc1ccc(-c2nnc(-c3ccccc3)o2)cc1)C(F)(F)F	98	97	97	1	x	96	95	32	0.2	95	12
15	CC(C)(c1ccccc1)c1ccc(OCCN)cc1	97	96	98	0	2	101	97	21	0.3	95	10
16	Cc1nc2cc(-c3ccc(Cl)cc3)nn2c(NCCN(C)C)c1C	97	99	99	15	-55	104	99	12	6.6	98	18
17	O=C(NCc1ccc(F)cc1Cl)C1CCN(S(=O)(=O)N2CCC3(CC2)OCCO3)CC1	95	102	102	9	x	102	99	8	0.7	103	28
18	Cc1cc(C)cc(N(CC(=O)NCCSCc2ccco2)S(C)(=O)=O)c1	103	98	97	0	-31	98	95	7	0.5	97	9
19	O=C(Nc1ccc2c(c1)CCC2)c1ccccc1	98	100	107	17	-12	104	101	11	0.4	100	19
20	CC(=O)N1CCN(c2ccc(Oc3nnnn3-c3ccccc3)cc2)CC1	91	94	98	1	8	98	97	7	0.1	96	5
21	CCC(=O)Nc1ccc2c(c1)ncn2-c1ccccc1OC	u	u	u	3	-21	u	u	16	0.6	u	25
22	CCOc1ccccc1-c1nc(-c2cccc(Br)c2)no1	97	103	104	3	x	102	99	14	0.5	103	24
23	Oc1ccc2ccccc2c1CNc1cnc2ccccc2c1	101	100	101	-5	x	105	100	34	-1.2	101	24
24	Clc1ccc(-c2c[n+]3c(n2-c2ccccc2)SCC3)cc1	109	101	99	8	x	100	98	9	2.1	99	16
25	Cc1csc(NC(=O)CSc2nnc3ncccn23)n1	100	99	100	2	x	102	99	9	0.3	100	43
26	COC(=O)c1ccc(C2C(Oc3ccccc3)C(=O)N2CCc2ccc(OC)c(OC)c2)cc1 (stereo not drawn)	101	101	103	1	27	105	101	36	0.4	100	15
27	Cn1cnnc1SCc1ccc(C(=O)N/N=C/c2cccs2)cc1	92	94	93	1	4	95	92	10	4.7	94	14
28	CC(C)C(C)(C#N)NC(=O)CSc1nnc(C(F)(F)F)n1C (stereo not drawn)	101	99	102	0	-11	105	100	27	0.3	103	23
29	O=[N+]([O-])c1cccc(-c2csc(Nc3ccccc3)n2)c1	99	96	96	4	-19	97	93	11	0.3	95	23
30	C(=N\Nc1nc(N2CCOCC2)nc(N2CCOCC2)n1)/c1ccco1	98	94	93	0	x	97	95	8	0.3	92	13
31	O=C(OCCN=C1NS(=O)(=O)c2ccccc21)C1CC(=O)N(c2ccc3ccccc3c2)C1 (stereo not drawn)	95	96	96	0	-3	97	95	6	0.1	97	5
32	O=C(CCSCCc1ccccn1)Nc1ccc(Cl)cn1	94	95	96	2	x	95	96	34	0.4	96	20
33	CN1C(=O)NC(c2ccc(O)cc2)C2=C1CN(c1ccc(O)cc1)C2=O (stereo not drawn)	94	94	95	1	-30	102	94	9	0.0	97	11
34	Cc1onc(-c2ccccc2)c1C(=O)Nc1nc2c(s1)CCCC2	98	101	101	19	20	103	100	8	1.9	99	25
35	Cn1cc(Br)c(C(=O)NNC(=O)c2ccc(Cl)cc2)n1	93	97	98	6	13	103	98	10	0.1	96	2
36	COc1ccc(-n2c(SCC(=O)c3c(N)n(C)c(=O)n(C)c3=O)nc3ccccc32)cc1	100	101	103	3	-3	103	99	16	0.5	101	28
37	CCCc1ccc(-c2ccc(C(=O)O)cc2)nc1	98	99	98	3	x	98	97	4	-0.2	97	40
38	CC(C)OC(=O)CSc1nnc2c3ccccc3n(C)c2n1	94	96	97	7	22	99	98	18	0.6	97	25
39	O=C(c1cccc(C(=O)N2CCN(c3ccccc3F)CC2)n1)N1CCN(c2ccccc2F)CC1	100	98	101	13	-23	102	99	9	-1.4	98	12
40	S=C(NC1CCCC1)N1CCN(c2ncccn2)CC1	105	103	103	3	12	103	96	9	0.5	104	12
41	N#CCC(=N)N1CCN(c2ccc(Cl)cc2)CC1	96	99	100	2	-16	99	97	7	0.2	99	62
42	COCCNC(=S)NCCCNc1nc2cc3c(cc2cc1C#N)OCO3	u	u	u	10	x	u	u	14	1.4	u	15
43	CCOc1ccc2nc(SCC(=O)N3CCN(C(=O)c4ccco4)CC3)sc2c1	101	99	100	6	x	101	100	42	1.4	100	20
44	Cc1ccccc1CS(=O)(=O)c1nnc([C@H](CC(C)C)NC(=O)OC(C)(C)C)o1	97	97	100	3	x	98	96	6	0.6	98	53
45	COc1ccccc1N(C(=O)c1ccco1)C(C(=O)NC1CCCC1)c1cccnc1 (stereo not drawn)	105	104	103	-1	x	104	101	37	0.1	104	18
46	O=C(COC(=O)C1=COCCO1)NC1CCCCCCC1	93	94	98	2	-20	98	99	23	0.8	98	15
47	CCN(C(=O)[C@@H]1CCCN1C(=O)c1cccs1)c1nc2cc(Cl)ccc2s1	96	96	97	11	-19	96	96	6	2.2	97	14
48	COc1ccc(NC(=S)NC2CC3CCC(C2)N3Cc2ccco2)cc1 (stereo not drawn)	107	99	94	1	1	96	98	7	0.3	100	25
49	Cc1ccc(-c2nc3sc(C#N)c(N)n3c(=O)c2C#N)cc1	107	102	98	2	-27	101	96	11	0.1	99	18
50	CCOC(=O)N1CCN(CC(=O)Nc2ccc(C)cc2)CC1	101	103	105	-2	10	108	101	30	-0.5	102	9
51	CC(C)CC(=O)NS(=O)(=O)c1ccc(NS(C)(=O)=O)cc1	96	97	99	8	17	99	96	10	0.5	96	22
52	CC(=O)c1ccc(N2CCN(C(=S)Nc3ccc(Cl)c(Cl)c3)CC2)cc1	100	99	98	1	-2	95	98	12	-0.1	99	17
53	CC(=O)N1c2ccccc2C2(C)C(C1(C)C)C2(Cl)Cl (stereo not drawn)	101	98	98	0	-9	100	97	11	0.4	101	23
54	O=C(NCc1ccc(F)cc1)c1ccc(N2CCc3ccccc32)c([N+](=O)[O-])c1	93	94	100	13	-10	95	96	16	x	96	9
55	COC(=O)c1ccccc1OCCCOc1ccc(C)cc1OC	98	99	98	1	x	103	97	21	0.2	103	16
56	Cc1ccsc1/C=C/c1ccc2ccccc2n1	97	97	96	2	x	94	93	11	0.4	98	34
57	CC(C)Oc1ccccc1C1CC(=O)Nc2c1c(=O)n(C)c(=O)n2C (stereo not drawn)	99	98	99	2	x	98	96	7	0.9	98	13
58	Cc1nnc(C)n1/N=C/c1cccc([N+](=O)[O-])c1	108	101	98	1	-1	100	100	14	-0.1	100	19
59	CC(NC(=O)c1ccc(OC2CCN(C(=O)c3cccnc3)CC2)cc1)C1CC1 (stereo not drawn)	92	97	97	5	-10	97	97	10	0.7	97	11
60	C=CCN(CC(=O)NC1CCS(=O)(=O)C1)S(=O)(=O)c1ccccc1C(F)(F)F (stereo not drawn)	102	98	97	2	0	99	96	11	0.3	97	12

New compounds follow:
entry	SMILES	Rab7 wt GTP bind	Rab2A wt mod	Cdc42 wt	ABCG2 block	Pf gamet viab	Rac1 wt modul	Rac1 act GTP bind	Avidin fluor	ABCB1 inh	HRas wt GTP	GSH fluor
61	O=C(NC1CC1)C1CCN(C2CCN(C(=O)c3ccc4cccc(F)c4n3)CC2)CC1	96	97	95	3	-1	96	96	8	0.3	97	9
62	Cc1ccc(-c2csc(N(Cc3ccco3)C(=O)c3cccs3)n2)cc1	97	101	99	5	x	99	99	13	0.8	101	19
63	CCOC(=O)C1=C(C)NC2=C(C(=O)CC(C)(C)C2)C1c1coc2ccccc2c1=O (stereo not drawn)	94	94	94	1	x	99	96	60*	0.8	96	19
64	CCc1c(C)sc(NC(NC(C)=O)(C(=O)OC)C(F)(F)F)c1C#N (stereo not drawn)	96	100	103	10	9	104	98	7	-0.3	98	21
65	Cc1ccc(/C=C/C(=O)OCC(=O)NCCN2C(=O)CSC2=O)o1	90	95	96	2	-3	96	94	7	0.7	94	15
66	O=C(O)c1nn(-c2ccccc2)ccc1=O	101	104	105	2	-22	106	101	36	0.5	105	14
67	O=C1CCC(C(=O)Nc2ccccc2)N1 (stereo not drawn)	93	98	100	3	-26	102	100	7	-0.2	101	64
68	Cc1c(Cl)cccc1NC(=S)NN1CCOCC1	104	107	107	6	-77	110	103	9	0.7	106	12
69	Cc1cc(NC(=O)c2ccccc2F)nc2c1c(=O)oc1ccccc12	93	91	89	3	9	94	93	9	-0.3	90	18

Rows were taken by chance; 1.1% or so of the library scored in one or more.
